Source: PubChem BioAssay (National Center for Advancing Translational Sciences (NCATS))
AT treatment – potential ataxia-telangiectasia treatment; […] A-T fibroblasts, KAP-1 phosphorylation AlphaLISA; neocarzinostatin DNA damage 30 min before lysis; Potency, µM (top dose mostly 57.5 µM), for inactives: top-dose activation, hits mostly activators; 320,000 tested, 0.19% active; note: potency is the fitted concentration of half-maximal effect; % of control where 0% means no effect; nearly all actives have a fitted effect of over 45% in size
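ATM-like activity read as KAP-1 phosphorylation via AlphaLISA donor/acceptor antibody pairs after lysis and 6 hr at 25C. Cells were ATM-null patient fibroblasts ([…], hTERT), dosed 60 min, then exposed to the DSB inducer NCS for 30 min.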
a7 integrin act – activators of alpha7 integrin expression for muscular dystrophy | alpha7betagal myoblasts, beta-gal FDG fluorescence, 48 h | Potency, µM (top dose mostly 38.3 µM), for the others: at the top dose activation, hits mostly activators | 350,000 tested, 0.064% active | AID 624291;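 note: potency is the fitted concentration of half-maximal effect; 100% = response of the positive control SU9516; nearly all actives have a fitted effect of over 60% in size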
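Alpha7betagal+/- myoblasts (passage 13) were plated 16-24 hr, then exposed to compounds (1:260 dilution of DMSO stock) for 48 hours at 37C. After MPER lysis, β-galactosidase reporter activity was read as FDG fluorescence (ex 480/em 540) after 30 minutes.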
TRPV1 ag – agonists of human vanilloid receptor 1 (TRPV1); TRPV1-expressing cells, Fluo-8 calcium influx, agonist mode; activation, % at 8.33 µM; 320,000 tested, 0.19% active; AID 540275; in the data active = activation above about 80%; inconclusive = between about 30% and that limit; note: 0% is about no effect
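Cells expressing TRPV1 were dye-loaded with Fluo-8 and read kinetically: 10 s baseline, 3 min after compound (agonist portion), then 2 min after EC20 capsaicin (allosteric enhancer portion). Calcium-bound dye fluorescence at 480/520 nm.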
CXXC DNA block – MLL CXXC-DNA interaction inhibition; Q03164; MLL-CXXC / FITC-HOXA9 DNA fluorescence polarization; Potency, µM (top dose mostly 115 µM), for inactives: at the top dose activity change, negative = inhibition, usual class: inhibitors; 290,000 tested, 0.037% active; AID 2662; active = well fitted inhibition curve with a large enough effect in the polarisation, with a control signal flat, not every such curve was filed as active; inconclusive = small, poorly fitted or top-dose-only effect, or effect the other way, or a change in a side signal; inactive = no such curve, though single readings can be large or run the other way; the % refers to the polarisation; note: potency is the fitted concentration of half-maximal effect
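Steps: dispense CXXC domain solution (7 uM) → pin compounds or unlabeled HOX-A9 DNA control → 5 min ambient → add FLSN-HOX-A9 solution (50 nM) → spin → 30 min ambient → fluorescence polarization. Tris pH 7.5/NaCl/DTT/BSA buffer.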
S-ASM inh – inhibitors of human secretory acid sphingomyelinase; Potency, µM (top dose mostly 57.5 µM), inactives show top-dose activity change, negative = inhibition, usual class: inhibitors; P17405; AID 504937; 340,000 tested, 0.006% active; placental ASM, HMU-PC fluorogenic substrate, 60 min; note: potency is the fitted concentration of half-maximal effect
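Fluorogenic HMU-PC substrate (9 uM final) is turned over by placental ASM in 60 min at 37 C after a 10 min compound preincubation. Reaction ended by alkaline stop (pH 10), with fluorescence read at 386/447 nm.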
Coupling enz – coupling enzyme interference in Giardia aldolase counter-screen. coupling enzyme system counterscreen, AmpLite Red fluorescence. activity change, negative = inhibition, % at 58.2 µM, hits read low. 290,000 tested, 0.67% active. AID 2472; in the data active = activity change below about -30%; note: % is set by controls: 0 for no effect and ±100 for the full control effect
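Compounds tested against the coupling enzymes alone at 57.5 uM final; readout was AmpLite Red fluorescence (525/598 nm) after 20 min at RT.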
KCNH2 3.1 inh – blocks the human KCNH2 3.1 channel isoform | U2OS KCNH2 3.1, thallium flux FluxOr; stronger effect = lower value | AID 720553 | 340,000 tested, 0.95% active | activity change, % (tested at about 1.8 µM);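 active = maximum activity change below -70%; inconclusive = maximum activity change from -70% to -50%; inactive = maximum activity change above -50%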;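 note: thallium influx rate constant from kinetic fluorescence after stimulation buffer; % is set by controls: 0 for no effect and ±100 for the full control effect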
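Thallium flux via FluxOr fluorescence (Red40 quencher, 45 min loading) in U2OS cells virally expressing the KCNH2 3.1 isoform (1.77 x 10^8 /mL virus, overnight at 37 C). Rate constants from 2-min kinetic reads post-stimulation, normalised to positive and negative controls.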
GALK inhibitor – galactokinase (human) inhibition | P51570 | Purified GALK, Kinase-Glo residual ATP luminescence | Potency, µM (doses to about 57.5 µM), without a hit: top-dose activity change, negative = inhibition, hits mostly inhibitors | 270,000 tested, 0.007% active | AID 1868; note: potency is the fitted concentration of half-maximal effect; % is set by controls: 0 for no effect and ±100 for the full control effect
Target sequence (P51570 whole entry, looked up): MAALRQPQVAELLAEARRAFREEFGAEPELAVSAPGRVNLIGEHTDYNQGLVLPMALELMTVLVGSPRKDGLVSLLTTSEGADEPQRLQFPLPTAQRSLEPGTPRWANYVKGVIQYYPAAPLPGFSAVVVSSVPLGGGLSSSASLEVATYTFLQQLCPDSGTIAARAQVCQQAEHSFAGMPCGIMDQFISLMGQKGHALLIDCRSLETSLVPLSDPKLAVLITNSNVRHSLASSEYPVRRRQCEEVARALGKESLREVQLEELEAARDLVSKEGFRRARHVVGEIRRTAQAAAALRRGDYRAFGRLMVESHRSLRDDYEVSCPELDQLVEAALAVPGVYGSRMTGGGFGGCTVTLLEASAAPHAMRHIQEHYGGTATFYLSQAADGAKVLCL
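ATP-depletion format; final 35 uM ATP, 100 uM D-galactose, 5 nM enzyme; pH 8.0 HEPES/Mg2+ buffer; 60 min RT; luminescence read 10 min after detection reagent.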
MBNL1 CUG block – blocks human MBNL1 binding to CUG repeat RNA | Q9NR56 | 280,000 tested, 0.036% active | TR-FRET MBNL1-His/biotin-(CUG)12 binding, 665/545 ratio | Potency, µM (doses to about 57.5 µM), without a hit: top-dose activity change, negative = inhibition, actives largely listed as inhibitors; active = well fitted inhibition curve with a large enough effect in the signal ratio, with a control signal flat, not every such curve was filed as active; inconclusive = small, poorly fitted or top-dose-only effect, or effect the other way, or a change in a side signal; inactive = no such curve, though single readings can be large or run the other way; the % refers to the signal ratio; note: potency is the fitted concentration of half-maximal effect; % is set by controls: 0 for no effect and ±100 for the full control effect
Target sequence (Q9NR56 whole entry, looked up): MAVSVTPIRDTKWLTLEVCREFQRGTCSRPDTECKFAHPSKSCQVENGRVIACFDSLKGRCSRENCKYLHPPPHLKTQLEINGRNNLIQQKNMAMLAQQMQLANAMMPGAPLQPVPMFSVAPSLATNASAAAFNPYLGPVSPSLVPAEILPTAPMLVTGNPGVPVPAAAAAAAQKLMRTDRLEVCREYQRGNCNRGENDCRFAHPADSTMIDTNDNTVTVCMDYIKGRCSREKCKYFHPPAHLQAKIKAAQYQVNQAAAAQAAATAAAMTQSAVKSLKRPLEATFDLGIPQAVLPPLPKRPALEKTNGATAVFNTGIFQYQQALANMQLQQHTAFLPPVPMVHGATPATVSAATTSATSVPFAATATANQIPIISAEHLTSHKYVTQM
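Compound titration spanned 92 nM–58 uM against the MBNL1-His/biotin-(CUG)12 complex. After 60 min at room temperature with 5 nM streptavidin-XL665 and 0.055 ng/ul terbium anti-His, ratiometric 665/545 nm emission (Ex 340 nm) normalized to controls.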
KCNH2 WT inh – inhibitors of human wildtype KCNH2 potassium channel. Q12809. U2OS, BacMam KCNH2, thallium flux FluxOr; stronger effect = lower value. activity change, % at 1.84 µM. 340,000 tested, 0.37% active. AID 720551;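 active = maximum activity change below -70%; inconclusive = maximum activity change between -70% and -50%; inactive = maximum activity change above -50%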; note: % is set by controls: 0 for no effect and ±100 for the full control effect
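U2OS cells were transduced with wild-type KCNH2 virus (2.03 x 10^8 / mL) for 4 h at room temperature, then cultured overnight at 37 C. Thallium flux was read with FluxOr dye. Rate constants were normalized to DMSO controls.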
* marks the source's active call; other numbers are inactive results; ? = inconclusive; . = no result given; [ ] = dose if it differs, or a comment. Unless noted, calls come from the whole dose curve; as a rule, active = well fitted curve in the direction sought with a large enough effect; inconclusive = small, poorly fitted or top-dose-only effect, or another doubt; inactive = no such curve, though single readings can be large; an effect the other way counts as inactive or inconclusive.

SMILES	AT treatment	a7 integrin act	TRPV1 ag	CXXC DNA block	S-ASM inh	Coupling enz	KCNH2 3.1 inh	GALK inhibitor	MBNL1 CUG block	KCNH2 WT inh
CC(=O)c1ccc(OC(=O)c2cccs2)cc1	3%	-15%	7	190%[activator]	-2%	-1	-5	4%	-9%	-25
COc1cccc(CNC(=O)CCS(=O)(=O)c2cccc3nonc23)c1	-2%	13%	-2	15%	5%	0	-4	2%	?	-2
CN1CCN(C(=O)Nc2ccccc2CC[N+](=O)[O-])CC1	1%	-23%	1	11%	0%	-3	-8	4%	3%	-2
COc1ccc(OCC(O)CNCCNc2nccc(C(F)(F)F)n2)cc1 (stereo not given)	-2%	2%	11	-4%	-2%	0	-21	0%	-10%	3
CCCNC(=S)Nc1ccc(Br)cc1	1%	-55%[inhibitor]	14	2%	-1%	.	1	0%	-15%	0
Cc1ccc(CNC(=O)Cn2cnc3c(NC(=O)OCc4ccccc4)ncnc32)o1	-14%	-2%	-4	.	0%	.	2	.	.	-1
N#CCCN1CCN(S(=O)(=O)c2ccc3c(c2)CCC3)CC1	2%	7%	0	.	2%	.	-5	.	.	-3
CCOC(=O)CSC1=C(C#N)C(c2ccc(C)s2)CC(=O)N1 (stereo not given)	14%	-24%	.	0%	1%	3	-21	0%	10%	3
Cc1cccn2cc(-c3cccc(S(=O)(=O)N4CC(C)OC(C)C4)c3)nc12 (stereo not given)	5%	-1%	4	-5%	-3%	.	5	1%	-3%	10
CCOC(=O)C1=C(C)OC(N)=C(C#N)C1c1cccc(C)c1 (stereo not given)	0%[11.5 µM]	17%	11	1%	2%	1	-2	4%	-3%	-2
C=C(C)C1CC=C(C)/C(=N/NC(=O)c2ccc(NC(=O)CC)cc2)C1 (stereo not given)	-3%	24%	1	-4%	-1%	3	-6	-2%	-7%	-2
Cc1ccccc1C(=O)OCC(=O)N(C)c1ccccc1	-2%	25%	23	22%	1%	-1	-20	6%	-10%	1
CC(C)(C)NC(=O)c1cccc(NC(=O)c2ccc(NC(=O)c3ccco3)cc2)c1	-1%	0%	8	1%	-10%	-1	-15	-2%	-1%	23
CC1=CC(C)(C)N2C(=O)C3(C(C#N)=C(N)OC4=C3C(=O)CC(C)(C)C4)c3cccc1c32 (stereo not given)	7%	.	1	4%	.	0	.	0%	-9%	.
CCN(c1ccccc1)S(=O)(=O)c1ccc(Cl)c(C(=O)O)c1	18%	-32%	2	-4%	-4%	11	-1	-2%	0%	6
CSc1ccc(CN(C)C(=O)c2cc(S(=O)(=O)NCc3ccccc3)ccc2C)cc1	4%	-21%	7	.	-3%	.	-11	.	.	2
COCc1c(Br)c(C)nc(OCC(=O)N/N=C/c2ccco2)c1C#N	-2%	1%	5	5%	-2%	1	1	0%	15%	0
CC[n+]1c(/C=C(\C)OC)sc2ccccc21	-2%	-29%	-3	3%	-1%	-2	2	-1%	2%	13
CCOc1ccnc(OCC)c1Br	.	10%	1	-10%	0%	2	-20	2%	-5%	-1
N/C(=N\OC(=O)Cc1ccccc1[N+](=O)[O-])c1cccnc1	2%	1%	0	17%	-3%	0	17	-1%	21%	6
COc1ccc(C(=O)NCc2ccc(-c3nc4ccccc4s3)cc2)cc1	0%	8%	-3	46%[activator]	-5%	.	5	-4%	21%	-13
COc1ccc(NC(=O)c2cc(-c3ccccc3)nc3c2c(C)nn3-c2ccccc2)c(OC)c1	-3%	16%	3	-1%	27%	0	2	1%	5%	-28
Clc1cccc(OCCn2cncn2)c1Cl	9%	1%	-9	-8%	-2%	-3	-3	-4%	10%	3
O=C(CSc1nc2ccccc2c(=O)n1-c1ccccc1F)NC1CC1	9%	1%	.	.	0%	.	2	.	.	-3
COc1ccc(C(=O)N2CCN(c3ccccc3)CC2)cc1S(=O)(=O)N1CCOCC1	0%	-23%	1	-5%	4%	0	-1	0%	2%	-9

3 entries already listed, sorted by the value under S-ASM inh, ascending.
canonical_smiles	a7 integrin act	TRPV1 ag	CXXC DNA block	S-ASM inh	GALK inhibitor
COc1ccc(C(=O)NCc2ccc(-c3nc4ccccc4s3)cc2)cc1	8%	-3	46%[activator]	-5%	-4%
CCOC(=O)CSC1=C(C#N)C(c2ccc(C)s2)CC(=O)N1 (stereo not given)	-24%	.	0%	1%	0%
N#CCCN1CCN(S(=O)(=O)c2ccc3c(c2)CCC3)CC1	7%	0	.	2%	.

Following part:
SMILES	AT treatment	a7 integrin act	TRPV1 ag	CXXC DNA block	S-ASM inh	Coupling enz	KCNH2 3.1 inh	GALK inhibitor	MBNL1 CUG block	KCNH2 WT inh
COc1cc(C(=O)O)ccc1OCc1ccncc1	14%	2%	-5	4%	-1%	1	13	-4%	-6%	-3
C[C@]12c3[nH]c4ccc(Cl)cc4c3CCN1C(=O)[C@@H](CC(=O)NCCN1CCOCC1)C[C@@H]2C(=O)N1CCOCC1	-19%	-13%	.	.	0%	.	-3	.	.	12
CO/N=C(\N)c1nonc1N	11%	0%	4	22%	-1%	5	-13	1%	-1%	4
N=c1n(CCO)c2ccccc2n1CCOc1ccc(Cl)cc1Cl	4%	-45%[inhibitor]	.	-6%	-9%	1	?	1%	9%	12
COc1ccc(Nc2cc(C)nc(N3CCOCC3)n2)cc1	7%	8%	?	12%	-1%	-1	29	0%	-7%	-2
CCCC(C)C(=O)Nc1ccc(Cl)cn1 (stereo not given)	6%	7%	3	3%	5%	1	7	2%	8%	0
CCCN1CCN(C(=O)C2CCCN(c3ncnc4c3nc3n4CCCCC3)C2)CC1 (stereo not given)	0%	?	-1	40%[activator]	2%	.	-12	-8%	-1%	8
N#Cc1ccc(N2CCc3ccccc3C2)c([N+](=O)[O-])c1	-2%	?	0	-2%	-7%	-1	6	0%	?	-2
N#Cc1ccc(OC(=O)c2cnccn2)cc1	-1%	-2%	-3	-7%	1%	2	4	-1%	5%	3
CCc1c(C(=O)Nc2ccccc2C(N)=O)csc1C	12%	-25%	4	6%	2%	.	-16	1%	-4%	7
O=C(Nc1nc2ccc(F)cc2s1)c1cccc(S(=O)(=O)N2CCc3ccccc32)c1	-3%	-3%	-2	9%	-8%	1	1	1%	.	-9
CCOC(=O)C1=NN(C(=O)c2ccc(C)cc2)C(O)(c2ccc(Cl)cc2)C1 (stereo not given)	-4%	-18%	24	?	-7%	7	-4	-1%	-3%	-6
CN(C(=O)COC(=O)c1ccccc1OCc1ccc(F)cc1)C1CCS(=O)(=O)C1 (stereo not given)	.	-17%	0	.	-2%	.	-16	.	.	34
S=C(Nc1ccccc1)N1CCN(C(=S)Nc2ccccc2)CC1	1%	.	1	1%	.	1	.	-5%	.	.
CSc1nsc(N/N=C/c2ccc3c(c2)OCO3)c1C#N	-2%	13%	-1	-2%	7%	3	-7	0%	-3%	2
CN1CCN(C(=O)C2CCCN(S(=O)(=O)c3ccc(F)cc3)C2)CC1 (stereo not given)	-3%	-5%	-2	1%	0%	.	-7	-5%	-2%	-17
O=C(NCC(F)(F)F)Nc1nnc(C(F)(F)F)s1	2%	?	-2	1%	0%	-5	1	1%	-17%	-17
CCCN1C(=O)/C(=C2/C=Cc3ccccc3N2CC)SC1=S	-10%	40%	3	2%	-16%	-5	-30	7%	?	1
O=C(Cc1ccc(Br)cc1)Nc1ccc(Cl)cc1	-1%	0%	?	6%	-2%	0	-9	12%	-5%	8
Cc1cc2c(c(=O)o1)C1(C(=O)N(C)c3ccccc31)C(C#N)=C(N)O2 (stereo not given)	22%	-11%	-1	-2%	2%	1	-8	0%	2%	1
C1CCN(Cc2nnnn2C2CCCC2)CC1	-6%	-5%	-4	19%	2%	2	-5	1%	-16%	-20
O=C1CCCC/C1=C/Nc1cccc(C(F)(F)F)c1	7%	-15%	?	2%	-3%	-20	29	-1%	1%	1
COc1ccc(N(C(=O)c2cc3ccccc3oc2=O)C2C=CS(=O)(=O)C2)cc1 (stereo not given)	-5%	-24%	1	9%	8%	-1	12	-2%	-6%	6
Cc1cc(F)ccc1NS(=O)(=O)c1cccc2nsnc12	2%	14%	1	-6%	1%	-1	4	-6%	?	-2
O=C(Nc1ccccc1)c1cc(S(=O)(=O)Nc2cccnc2)ccc1Cl	5%	13%	1	8%	3%	.	4	-4%	-4%	-5
CCC(NC(=O)Cc1c(C)c2c(cc(C)c3c(C)c(C)oc32)oc1=O)C(=O)O (stereo not given)	0%	-13%	7	3%	82%[activator]	0	2	-3%	6%	-13
CCN(CC(=O)NCc1cccs1)c1nnnn1-c1ccccc1	5%	-31%	2	1%	0%	-3	5	-2%	2%	3
